Screening results (PubChem)
Keap1 Nrf2 FP – Keap1-Nrf2 protein-protein interaction inhibitors, primary screen, biochemical, fluorescence polarization, single point. Keap1 Kelch-Nrf2 peptide fluorescence polarization, 1536-well. inhibition, % at 9.4 µM. hit rate 0.15% among 340,000. AID 504523, 2011; in the data active means inhibition above about 12%; inconclusive means no clear call, values can overlap the other calls; inactive means below about 7.3%;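 further: human Keap1 Kelch domain with fluorescein labeled Nrf2 9mer peptide probe; 0% = neutral control wells and 100% = peptide positive control; higher means more block of Keap1 binding to Nrf2 peptide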
Target sequence (Q14145 whole entry, looked up, the tested form may be a part): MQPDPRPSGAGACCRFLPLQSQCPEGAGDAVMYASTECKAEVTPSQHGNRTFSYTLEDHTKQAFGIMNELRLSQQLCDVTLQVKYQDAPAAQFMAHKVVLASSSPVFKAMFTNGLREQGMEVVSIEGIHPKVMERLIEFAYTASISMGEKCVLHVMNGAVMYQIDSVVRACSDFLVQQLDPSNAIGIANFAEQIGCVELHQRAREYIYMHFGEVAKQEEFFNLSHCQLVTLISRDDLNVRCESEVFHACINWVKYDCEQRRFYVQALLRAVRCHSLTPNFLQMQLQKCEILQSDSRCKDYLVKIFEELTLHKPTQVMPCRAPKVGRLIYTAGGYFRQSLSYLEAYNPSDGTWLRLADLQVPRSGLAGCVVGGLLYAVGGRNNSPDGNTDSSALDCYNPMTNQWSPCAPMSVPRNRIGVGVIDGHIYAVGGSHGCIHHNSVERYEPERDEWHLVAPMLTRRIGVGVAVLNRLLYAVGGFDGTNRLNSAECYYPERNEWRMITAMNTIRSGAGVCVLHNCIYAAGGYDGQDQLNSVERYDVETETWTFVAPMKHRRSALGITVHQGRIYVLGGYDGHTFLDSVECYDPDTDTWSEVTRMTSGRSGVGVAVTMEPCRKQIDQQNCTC
PvdQ acylase – P. aeruginosa PvdQ acylase inhibitors, primary screen, biochemical, fluorescence, plate reader and imaging, single point; AID 488965, 2010; purified PvdQ acylase; hit rate 0.063% among 340,000; PvdQ acylase [Pseudomonas aeruginosa LESB58]; inhibition, % at 10 µM; in the data active means inhibition above about 30%, passing the limit was not always enough; inconclusive means no clear call, values can overlap the other calls;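 further: 0% = vehicle neutral wells and 100% = reference inhibitor wells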
NSD2 inh – NSD2 histone methyltransferase inhibitors, primary screen, biochemical, AlphaScreen, single concentration, set 2. NSD2 peptide methylation, 120 min. inhibition, % at 12.5 µM. hit rate 0.54% among 310,000; in the data active means inhibition above about 50%
Cardiac RTF inh – cardiac RTF calcium sensitivity inhibitors, primary screen, biochemical, IANBD-TnC fluorescence, EC70 calcium. Troponin I, cardiac muscle (Homo sapiens) + Troponin T, cardiac muscle (Homo sapiens) + …. IANBD-labeled cardiac RTF, Ca2+ fluorescence. inhibition, % at 7.15 µM. hit rate 0.12% among 340,000. AID 493244, 2011;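 active means inhibition above the mean inhibition of all tested compounds plus 3 SD, cut at about 17% in these data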;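 further: assay run at fixed EC70 calcium of 1.6 mM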
PKA-R2B act – activators of PKA-R2B holoenzyme, primary screen, biochemical, fluorescence polarization, Cy5-IP20, human. PKA-R2B holoenzyme dissociation; R2B truncated from residue 108, S112A mutant; 0% DMSO only, 100% 113 µM cGMP. activation, % at 11.4 µM. hit rate 0.079% among 340,000. AID 504700, 2011;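 active means activation above a cutoff set at the mean over all compounds plus 3 SD, cut at about 18% in these data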;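 further: higher means more holoenzyme dissociation and a rise in polarization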
Target sequence (P31323 whole entry, looked up, other chains not shown, the tested form may be a part): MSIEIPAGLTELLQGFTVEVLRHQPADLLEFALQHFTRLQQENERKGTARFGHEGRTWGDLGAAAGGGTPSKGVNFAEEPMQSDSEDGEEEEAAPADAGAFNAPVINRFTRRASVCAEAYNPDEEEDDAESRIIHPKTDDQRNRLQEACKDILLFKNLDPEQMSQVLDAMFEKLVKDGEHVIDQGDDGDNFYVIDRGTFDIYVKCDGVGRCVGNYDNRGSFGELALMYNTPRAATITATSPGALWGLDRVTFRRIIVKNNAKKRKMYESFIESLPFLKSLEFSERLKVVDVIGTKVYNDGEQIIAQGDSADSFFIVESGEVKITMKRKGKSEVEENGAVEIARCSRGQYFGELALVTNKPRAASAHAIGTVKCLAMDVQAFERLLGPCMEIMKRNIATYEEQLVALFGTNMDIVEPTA
LANA DNA inh – inhibitors of KSHV C-LANA binding to DNA, primary screen, biochemical, fluorescence polarization, FAM-LBS DNA, MBP-C-LANA, single point; Kaposi's sarcoma herpesvirus LANA C-terminal domain (residues 932-1162) DNA binding; inhibition, % at 9 µM; hit rate 0.078% among 340,000; AID 504423, 2011;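 active means highest replicate inhibition at or above 60% at 9 µM, even if other replicates fall short; inactive means all replicates below 60% inhibition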;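 further: 0% = neutral control wells and 100% = 4 µM acridine orange control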
DAGLB inhibitor – DAGLB lipase inhibitors, primary screen, biochemical, fluorescence, HTS; hit rate 0.059% among 340,000; AID 504411, 2011; HEK293T DAGLB membrane lysate, EnzChek fluorogenic substrate; inhibition, % at 5.17 µM; Diacylglycerol lipase-beta (Homo sapiens), Q8NCG7; in the data active means inhibition above about 34%;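 further: 0% = enzyme with vehicle and 100% = wells lacking enzyme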
Arr AP2 block – inhibitors of beta-arrestin/AP2 binding, primary screen, biochemical, GPCR trafficking, flow cytometry; beta-arrestin 1 C-terminal peptide binding to AP2 beta2-adaptin appendage (human); FITC-arrestin peptide / GST-AP2 beads; AP2 beta2 appendage carries R879A mutation; inhibition, % at 10 µM; hit rate 0.31% among 340,000; AID 504490, 2011;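 active means inhibition above a set limit, near 3 SD of compounds lacking own fluorescence, cut at about 54% in these data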;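 further: plate controls were DMSO wells for no effect and 5 µM unlabelled arrestin peptide for full effect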
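Measured by: flow cytometry, FL1 (488/535 nm); Material: AP2 appendage R879A on GSH beads; Evaluation: percent response; Timing: pre-incubation 12 min, peptide binding 1 h, room temperature; Also added: 50 nM FITC-arrestin peptide; Medium: PBS with 0.05% Tween 20 and 0.1% BSA.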
SR-BI HDL uptake – inhibitors of SR-BI mediated HDL lipid uptake, primary screen, ldlA[mSR-BI] cells, fluorescence, single point; Scavenger receptor class B member 1 (Mus musculus), Q61009; ldlA[mSR-BI] CHO cells, DiI-HDL uptake fluorescence, 3 h; inhibition, % at 12.5 µM; hit rate 0.96% among 320,000;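 active means mean replicate inhibition of at least 70% and a set share of replicates each scoring 70 or more; inconclusive means meets just one of the two criteria; inactive means fails both criteria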;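 further: 0% = median of neutral control wells and 100% = median of positive control wells; values of inactives mirror those of a sister screen read the other way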
SR-BI DiI-HDL act – activators of SR-BI mediated DiI-HDL uptake, primary screen, ldlA[mSR-BI] CHO cells, DiI fluorescence | AID 504775, 2011 | hit rate 0.096% among 320,000 | 3 h; 100 = double the neutral-control signal | activation, % at 12.5 µM;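 active means mean replicate activation of at least 60% and every replicate at or above 60%; inconclusive means mean or all-replicate condition met, but not both; inactive means mean below 60% and not all replicates reaching 60%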;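 further: 0% = median plate neutral-control signal and 100% = twice that signal; values of inactives mirror those of a sister screen read the other way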
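Test system: SR-BI-overexpressing, LDLR-lacking CHO cells; Also added: labelled HDL, 10 µg/mL; Measured by: bottom-read cell fluorescence after medium removal, ex 550/em 595 nm; Timing: 3 h uptake period with compound, 37 °C; Buffer or medium: F12, 0.5% BSA, 25 mM HEPES; Doses: single compound concentration, delivered by pin transfer.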
An asterisk follows results filed as active; ? = inconclusive; nt = no result given.

SMILES	Keap1 Nrf2 FP	PvdQ acylase	NSD2 inh	Cardiac RTF inh	PKA-R2B act	LANA DNA inh	DAGLB inhibitor	Arr AP2 block	SR-BI HDL uptake	SR-BI DiI-HDL act
O=C(Nc1ccccc1)N1CCC(C(=O)N(Cc2ccco2)Cc2cccs2)CC1	-5	-17	1	-3	-4	0.1	1	-1	60	-60
CCOc1ccccc1N(CC(=O)NC(C)(C)C)C(=O)c1ccc(CN2CCOCC2)o1	1	21	1	1	-11	0.4	-1	23	-48	49
Cc1cc(C)c(C#N)c(SCS(=O)Cc2ccc(Cl)cc2)n1 (stereo not drawn)	1	-10	-2	3	-4	1.3	-4	-5	29	-29
CCOC(=O)C(NS(=O)(=O)c1ccc(C)cc1)(C(F)(F)F)P(=O)(OCC(C)C)OCC(C)C (stereo not drawn)	4	2	1	11	-16	2.1	9	11	-26	26
COc1ccc(C23CC4CC(CC(C(=O)O)(C4)C2)C3)c(F)c1	-1	-3	-6	1	8	-1.9	1	1	-11	11
CC(=O)Nc1ccc(CN2CCC(n3nccc3NC(=O)CCc3ccccc3)CC2)cc1	-2	-7	1	-8	-10	-0.3	4	4	-8	8
O=C1C2C3C=CC(C4CC34)C2C(=O)N1/N=C/c1cccs1 (stereo not drawn)	0	4	-2	0	0	0.2	1	13	-20	20
Nc1ncnc2nc(SCC(=O)N3CCN(c4ccccc4)CC3)[nH]c12	2	-2	1	1	-4	1.2	-1	4	-37	37
COc1ccc(NC(=O)C2CCN(S(=O)(=O)c3ccc(C)cc3)CC2)cc1OC	0	1	-1	-4	8	-0.7	-1	9	27	-27
N[C@@H](Cc1cc(I)c(O)c(I)c1)C(=O)O	-2	3	nt	10	5	37	19	-2	-4	4
Nc1c(-c2ccccc2)c(CSc2nc3ccccc3[nH]2)nn1-c1cccc(C(=O)O)c1	-4	-11	1	4	5	1.0	3	-1	0	0
Cc1cc(C)cc(N(CCC#N)C(=O)COC(=O)CCc2c[nH]c3ccccc23)c1	-5	-9	1	0	-8	3.3	1	-2	?	-74
CC(C)(C)NC(=O)NC(=O)COC(=O)C1=COCCO1	-3	2	-5	-1	-9	2.2	0	-3	-33	33
CC(=O)c1ccccc1NC(=O)CCN1C(=O)C2CCCCC2C1=O (stereo not drawn)	2	-8	1	2	5	-0.7	0	9	1	-1
CCCn1c(C(O)c2cccc(OC)c2)nc2ccccc21 (stereo not drawn)	3	-4	0	-2	-6	0.3	-4	27	-6	6
CC1(C)CC(=O)c2cc(C(=O)Nn3cnnc3)c(=O)n(-c3ccccc3)c2C1	-1	6	-3	4	-3	-0.8	-4	26	-8	8
CC(=O)Nc1ccc(SCC(=O)N(C)CC(=O)Nc2ccccc2Cl)cc1	-2	0	-2	6	0	0.4	0	13	-3	3
CCN1CCN(c2ccc(S(=O)(=O)N3CCOCC3)cc2NC(=O)c2ccccc2OC(F)F)CC1	1	-8	7	-5	-9	-1.0	5	3	-25	25
CCC(=O)NNc1cccc(Cl)n1	2	-4	-1	-8	-11	0.7	1	-7	-9	9
COc1cc(S(=O)(=O)N2CCn3cccc3C2C)ccc1NC(C)=O (stereo not drawn)	2	-14	2	-3	-4	2.1	2	-8	-10	10
O=C(OCC(=O)N1CCN(c2ccccc2)CC1)c1ccccn1	3	7	-3	-20	1	1.6	4	-4	-11	11
O=C(O)CCC(NS(=O)(=O)c1ccc(N2CCCC2=O)cc1)C(=O)O (stereo not drawn)	-2	-2	-1	-9	-2	1.6	-2	-10	0	0
CCOC(=O)c1ccc(N2C(=O)CC(Nc3ccc(O)cc3)C2=O)cc1 (stereo not drawn)	-5	-12	7	-6	-1	-1.5	1	-2	nt	nt
COc1ccc(C)cc1-n1[nH]nnc1=S	-7	-13	6	4	0	0.3	0	2	-13	13
CN1CCN(C(=O)c2ccccc2[N+](=O)[O-])CC1	-3	3	-15	-2	-5	-0.2	-2	24	-13	13
SMILES	Keap1 Nrf2 FP	PvdQ acylase	NSD2 inh	Cardiac RTF inh	PKA-R2B act	LANA DNA inh	DAGLB inhibitor	Arr AP2 block	SR-BI HDL uptake	SR-BI DiI-HDL act
Cc1ccc(S(=O)(=O)N2CCC[C@H]2C(=O)OCC(=O)N2CCc3ccccc32)cc1	-6	-5	2	-12	0	-2.3	-2	10	-15	15
Brc1ccc(-c2cn3nc4c(nc3n2)CCCC4)cc1	-1	-19	3	-22	5	16	2	2	2	-2
CCCNC(=O)C(Cc1ccc(Cl)cc1)NC(=O)c1ccc(-c2ccccc2)cc1 (stereo not drawn)	5	-11	nt	-19	-6	-1.1	-3	-2	58	-58
CN(C)c1ccc(/C=N/NC(=O)c2ccc3nc[nH]c3c2)cc1	-3	-13	0	3	-1	0.2	0	-1	-11	11
CCOC(=O)CSc1nnc(-c2ccncc2)o1	4	-10	0	-5	-2	0.0	0	-3	3	-3
Clc1ccc(-c2nc(N3CCCCC3)nc3ccccc23)cc1	-5	-10	-27	-3	-6	-0.6	-6	9	39	-39
Cc1c(C(=O)O)cccc1-c1ccc(C=O)o1	-4	12	7	-4	10	5.9	-1	13	-1	1
O=C1CCc2cc(S(=O)(=O)N3CCN(C(=O)c4ccco4)CC3)ccc2N1	1	0	16	-3	-4	-1.3	-2	31	-6	6
CCN(CC)CCn1c(=N)n(CCOc2ccccc2)c2ccccc21	1	-3	12	-9	3	-2.8	1	15	-34	34
Cc1cccc(-c2noc(-c3ccccc3C(=O)NCc3ccco3)n2)c1	0	-4	-1	2	0	-1.1	0	12	-4	4
COc1ccc(C2CC(c3ccccc3)=NN2C(=O)COC(=O)C2CC2)cc1 (stereo not drawn)	-1	-7	-1	-3	2	-0.9	-1	9	-5	5
CCOC(=O)Cn1c(=O)oc2cc(S(=O)(=O)N3CCN(C(=O)OCC)CC3)ccc21	-1	8	-3	-6	4	-0.5	-2	3	-18	18
CCCCn1c(O)c(N=Nc2ccccc2O)c2ccccc21	-8	-2	nt	-14	4	-0.2	3	5	10	-10
CCn1nc(NC(=O)COC)c2cc3cc(C)ccc3nc21	4	0	-12	-10	1	1.8	-1	24	14	-14
CN(C)/C=N/c1cc(=O)n(C)c(=O)n1CC1CC1	-6	-8	nt	6	-11	0.0	-2	6	-3	3
O=C(NCCc1ccccc1)c1ccc2c(c1)OCCO2	-2	-13	nt	-7	-2	1.4	-1	7	-8	8
S=C(NCc1ccco1)Nc1ccc(Oc2ccc(Cl)cc2)cc1	-3	3	0	0	-15	-2.1	-6	-14	10	-10
COc1ccc(Oc2cc(Cl)nc(N)n2)cc1	-2	-3	1	5	3	0.6	2	-4	-23	23
CN(C(=O)CCc1ccccc1)c1nnc(-c2ccncc2)s1	-1	2	-1	1	-5	1.6	4	5	3	-3
CN(C)c1ccc(/C=N/NC(=O)C(=O)/C=C2\NC3(CCCC3)Cc3ccccc32)cc1	-7	-1	3	-2	-1	0.1	9	5	94*	-94
NS(=O)(=O)c1ccc(N/N=C2/CCCCC2C2CCCCC2)c([N+](=O)[O-])c1 (stereo not drawn)	2	1	19	2	-8	-0.3	26	-2	47	-47
S=C(NCc1ccccn1)Nc1ccc(Cl)cc1	-7	-11	2	-16	4	-2.3	-1	11	-3	3
CCc1nc(-c2ccccc2)cc(=O)[nH]1	-6	-8	-2	4	-4	-0.6	2	-1	-11	11
CCOC(=O)c1c(NC(=O)c2ccccc2Br)sc2c1CCc1ccccc1-2	-1	-5	-4	-9	9	-1.5	-18	9	50	-50
NC(=O)c1ccc(NC(=O)COC(=O)CCCN2C(=O)c3cccc4cccc(c34)C2=O)cc1	-4	8	4	11	-8	2.2	2	11	4	-4
SMILES	Keap1 Nrf2 FP	PvdQ acylase	NSD2 inh	Cardiac RTF inh	PKA-R2B act	LANA DNA inh	DAGLB inhibitor	Arr AP2 block	SR-BI HDL uptake	SR-BI DiI-HDL act
Cc1ccc(C2N(C)c3ccccc3-c3nc4ccccc4n32)o1 (stereo not drawn)	-1	-15	-6	-6	-8	0.3	-3	20	53	-53
CC(C)(C)OC(=O)N1CCC(C(=O)NCC2CCCO2)CC1 (stereo not drawn)	-1	9	-1	-5	6	-2.9	-1	16	-19	19
COc1cccc(CC(=O)NC2CCCN(Cc3ccccc3F)C2)c1 (stereo not drawn)	-4	-19	-1	-15	-2	1.3	0	2	-3	3
Cc1nn(C)cc1C(C(=O)NC1CCCCC1)N(CCc1ccccc1)C(=O)c1cnccn1 (stereo not drawn)	-2	-25	nt	-9	1	-0.2	3	-9	0	0
Cc1ccc(S(=O)(=O)NC(CC(C)C)C(=O)N2CCOCCOCCOCC2)cc1 (stereo not drawn)	-6	7	9	-10	-2	0.2	-3	18	nt	nt
O=C(NC1CCS(=O)(=O)C1)c1ccccc1C(=O)c1ccccc1 (stereo not drawn)	2	-7	2	-6	-6	-2.1	0	-5	8	-8
C[C@H](CCC(=O)NCC(=O)O)[C@H]1CC[C@H]2C3[C@H](O)C[C@@H]4C[C@H](O)CC[C@]4(C)[C@H]3C[C@H](O)[C@]12C (stereo partly drawn)	-1	4	nt	6	1	2.4	3	17	-16	16
COCCC(=O)N1CCCC(C(=O)c2ccccc2SC)C1 (stereo not drawn)	-2	0	-3	-1	-2	-0.6	-1	9	-1	1
CC(OC(=O)c1ccc([N+](=O)[O-])cc1)C(=O)NCC1CCCCC1 (stereo not drawn)	0	-16	-2	-16	3	5.2	-1	-6	3	-3
Cc1ccc(C(=O)/C=C/c2ccco2)c(O)c1	0	-14	5	-2	-6	0.9	-8	4	-20	20
CCOc1cccc(C(=O)Nc2ccc(N(CC)CC)cc2)c1	-1	9	nt	5	-1	2.0	0	26	55	-55
CN(C)C1=NCCN1CC1CCCCCC1	-1	-5	nt	-1	3	-0.1	0	-4	-46	46
